Screening data: PubChem, several laboratories
CYP2C19 inhib = blockers of cytochrome P450 2C19 activity – biochemical, luminescence, ADME assay, primary screen. P33261. CYP2C19 Supersomes, luciferin-H EGE luminescence, 30 min. inhibition, % at 5 µM. hit rate 21% among 96,000. AID 778, 2007;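 active means CYP2C19 inhibition above a set limit at 5 µM in the primary screen, cut at about 50% in these data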;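 further: plate controls were negative control wells for no effect and 2.5 mM tranylcypromine positive control for full effect; values of inactives mirror those of a sister screen read the other way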
Target sequence (P33261 whole entry, looked up): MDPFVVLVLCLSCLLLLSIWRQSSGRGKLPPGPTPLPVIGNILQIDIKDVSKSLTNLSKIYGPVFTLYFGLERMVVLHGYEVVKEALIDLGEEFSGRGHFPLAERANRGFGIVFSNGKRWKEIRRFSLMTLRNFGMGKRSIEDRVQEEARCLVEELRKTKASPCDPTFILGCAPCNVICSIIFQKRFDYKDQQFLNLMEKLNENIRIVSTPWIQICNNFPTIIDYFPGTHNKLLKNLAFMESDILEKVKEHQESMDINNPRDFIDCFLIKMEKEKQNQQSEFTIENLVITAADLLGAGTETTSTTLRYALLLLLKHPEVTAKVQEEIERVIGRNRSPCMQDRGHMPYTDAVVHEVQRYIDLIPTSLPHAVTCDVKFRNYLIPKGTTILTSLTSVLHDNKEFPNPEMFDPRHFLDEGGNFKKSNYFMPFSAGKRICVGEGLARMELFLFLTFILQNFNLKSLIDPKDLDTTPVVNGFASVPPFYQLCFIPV
VCAM1 TNFa inh = inhibitors of TNFa-induced VCAM1 expression, primary screen, imaging, HUVEC, TNFa stimulus, immunofluorescence. HUVEC TNFa-induced VCAM-1 immunofluorescence, high-content imaging. inhibition, % at 2 µM. hit rate 0.48% among 95,000. AID 802, 2007;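 active means inhibition above the batch mean plus 3 SD, with images confirmed as a hit by eye, cut at about 37% in these data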;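 further: 0% = TNF-stimulated DMSO wells and 100% = unstimulated control wells; not every result past the cut was called active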
Candida biofilm = clotrimazole potentiators killing Candida biofilms, primary screen, with clotrimazole, Alamar Blue. C. albicans biofilm + clotrimazole. inhibition, % at 6 µM. hit rate 0.14% among 85,000. AID 834, 2007;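 active means inhibition above 20%; inactive means inhibition below 20%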;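 further: preformed 24 hr biofilms exposed to compound for 48 hr; 0% = biofilm without compound and 100% = blank killed by clotrimazole plus chlorhexidine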
IL1B cytotox = cytotoxicity in IL-1B stimulated HUVEC, primary screen, cytotoxicity control for IL-1B NFkB translocation project, imaging, Hoechst nuclear count, IL-1B stimulus; HUVEC cell count loss; cell count reduction, % at 2 µM; hit rate 0.41% among 94,000; AID 845, 2007;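 active means cell count reduction more than 3 SD above the screen-wide mean, cut at about 70% in these data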;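 further: normalized per plate to untreated control cells as the no-loss baseline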
DAT uptake mod = changed hDAT dopamine uptake under cocaine IC80, either direction, primary screen, cocaine antagonist project, cell-based, LLC-PK1 hDAT, [14C]-dopamine uptake, MLSMR; Sodium-dependent dopamine transporter (Homo sapiens), Q01959; LLC-PK1 hDAT cells, [14C]-dopamine uptake with cocaine IC80; actives deviate in either direction; B-score at 10 µM; hit rate 1.3% among 110,000; AID 449768, 2010;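 active means Z score or B-score, a plate-position-corrected score, falls beyond the plate's 99.7% confidence bounds, in either direction; inactive means both scores lie inside the 99.7% bounds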;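 further: scored against the spread of the other compound wells on the same plate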
HUVEC tox TNFa = cytotoxicity in TNFa-stimulated HUVEC, primary screen, cytotoxicity control for VCAM1 expression modulator project, imaging, Hoechst nuclei count; HUVEC TNFalpha-stimulated, Hoechst cell count; AID 848, 2007; hit rate 0.17% among 93,000; cell count reduction, % at 2 µM;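 active means cell count reduction exceeding the screen mean by over 5 SD, scaled to untreated wells per plate, cut at about 78% in these data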;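 further: cells counted after 24 h of TNF alpha exposure following the 1 h pretreatment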
CYP2C9 act = human CYP2C9 activators, primary screen, biochemical, luminescence | recombinant CYP2C9, luciferin-H conversion; stronger effect = higher value; factor 1 = untreated enzyme, 0 = blocked | Cytochrome P450 2C9 (Homo sapiens), P11712 | hit rate 1.4% among 96,000 | activation factor at 5 µM | AID 1024, 2008;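 active means activation factor of 2 or more for CYP2C9 at a 5 µM dose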;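 further: 0 = sulfaphenazole-blocked wells and 1 = vehicle-only wells; values of inactives mirror those of a sister screen read the other way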
Target sequence (P11712 whole entry, looked up): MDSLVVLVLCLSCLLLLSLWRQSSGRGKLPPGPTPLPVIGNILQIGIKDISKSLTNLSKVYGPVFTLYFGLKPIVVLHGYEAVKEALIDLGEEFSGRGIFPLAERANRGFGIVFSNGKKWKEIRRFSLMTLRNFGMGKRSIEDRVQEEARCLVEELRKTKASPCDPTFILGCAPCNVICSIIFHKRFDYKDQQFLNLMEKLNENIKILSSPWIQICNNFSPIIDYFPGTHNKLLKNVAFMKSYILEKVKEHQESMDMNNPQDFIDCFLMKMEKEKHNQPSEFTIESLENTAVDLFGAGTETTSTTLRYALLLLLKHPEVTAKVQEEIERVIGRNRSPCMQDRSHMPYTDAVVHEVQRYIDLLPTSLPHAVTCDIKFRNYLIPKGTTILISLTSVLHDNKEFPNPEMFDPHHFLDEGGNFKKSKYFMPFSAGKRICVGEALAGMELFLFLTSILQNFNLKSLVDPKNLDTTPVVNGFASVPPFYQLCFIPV
CYP2C9 inhib = blockers of cytochrome P450 2C9 activity – biochemical, luminescence, ADME assay, primary screen. P11712. CYP2C9 Supersomes, luciferin-H conversion. inhibition, % at 5 µM. hit rate 20% among 96,000. AID 777, 2007;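 active means blocking of liver enzyme CYP2C9 beyond about 50% at 5 µM, limit read from the data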; further: values of inactives mirror those of a sister screen read the other way
CYP2C19 activ = human CYP2C19 activators, primary screen, biochemical, luminescence; AID 1025, 2008; 96,000 tested, under 10 active; activation factor at 5 µM; Cytochrome P450 2C19 (Homo sapiens), P33261; recombinant CYP2C19, luciferin-H EGE luminescence; stronger effect = higher value; 0 = fully inhibited enzyme, 1 = untreated enzyme;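 active means activation factor of at least 2 at 5 µM in the primary screen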;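 further: 0 = wells with 2.5 mM tranylcypromine and 1 = vehicle-only wells; values of inactives mirror those of a sister screen read the other way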
* marks the source's active call; other numbers are inactive results; / = not tested or not shown.

SMILES	CYP2C19 inhib	VCAM1 TNFa inh	Candida biofilm	IL1B cytotox	DAT uptake mod	HUVEC tox TNFa	CYP2C9 act	CYP2C9 inhib	CYP2C19 activ
O=c1c2c3c(sc2nc2n1CCCCC2)CCC3	-3	10	4	-3	0.36	-10	0.9	10	1
COc1ccccc1C(=O)N1CCN(C(=O)COc2cccc(C)c2)CC1	23	-4	9	3	0.69	/	0.9	14	0.8
O=C(c1cccc(F)c1)N1CCN(C2CCCCC2)CC1	12	-9	/	-6	-0.3	-32	1	0	0.9
c1ccc2c(c1)CCN(CCCNc1nc3ccccc3n3cnnc13)C2	0	6	4	-12	0.88	-23	1.1	-8	1
COc1ccc(NC(=O)CSc2nnc(-c3ccccc3)n2Cc2ccco2)c(OC)c1	91*	7	9	-26	0.64	-13	0.1	86*	0.1
Cn1c(C(=O)NCc2cccnc2)cc2sc(Cl)cc21	97*	/	/	/	0.62	/	0.1	89*	0
CC(C)C(=O)Nc1cccc(C(=O)NCc2ccc(S(N)(=O)=O)cc2)c1	8	1	12	-6	0.14	-17	1.2	-21	0.9
CCC(C)NC(=O)c1cnn2c1NC(c1ccc3c(c1)OCO3)CC2C(F)(F)F (stereo unspecified)	-1	4	1	-24	1.1	-26	1	2	1
Cc1nnc(SCC(=O)NC(=O)NCc2ccco2)n1Cc1ccccc1	16	26	5	-24	0.48	6	0.3	67*	0.8
CCOC(=O)c1c(NC(=O)C(Sc2ccccc2)c2ccccc2)sc(C(N)=O)c1C (stereo unspecified)	-5	-19	/	16	0.21	-20	0.9	12	1
Cc1nc(N)nc(Nc2ccc(Cl)cc2)c1Br	27	3	/	-27	-0.5	20	0.8	23	0.7
Cc1ccc(Cn2nnc3c(=O)n(CC(=O)N4CCCCC4)cnc32)cc1	34	-6	9	13	0.25	-17	1	-4	0.7
COc1ccc(N2CCN(c3oc(-c4ccco4)nc3C#N)CC2)cc1	9	-13	8	4	-0.65	-43	0.9	10	0.9
CC1(C)CC(=O)c2cc(C(=O)NC3CCSC3=O)c(=O)n(-c3ccccc3)c2C1 (stereo unspecified)	-19	-6	6	-25	1.2	-1	1.1	-13	1.2
Cc1ccc(C(=O)NCCN2CCOCC2)cc1	/	21	9	-12	-1.5	19	/	/	/
Cc1cccc(NC(=O)CC2SC(=O)N(c3ccccc3)C2=O)c1 (stereo unspecified)	4	96*	8	2	-1.4	78*	0.7	30	1
Cc1ccc(OCc2nnc(SCC(=O)Nc3ccc4c(c3)OCO4)n2C)cc1	14	13	8	-27	0.48	-6	0.8	22	0.9
Fc1ccc(-c2csc3ncnc(Nc4ccc(N5CCOCC5)cc4)c23)cc1	35	-3	/	32	0.73	0	0.7	27	0.7
COc1ccc(CCNC(=O)COC(=O)c2ccc(Br)o2)cc1OC	71*	12	/	-20	-1.6	-31	0.2	80*	0.3
Cc1cc(NC(=O)CS(=O)(=O)c2cn(C)c3ccccc23)no1	27	29	9	-6	-1.8	22	1.2	-20	0.7
Cc1cccc(Oc2ncc(-c3ccc(Cl)cc3)cn2)c1	-2	2	/	3	/	-47	1.2	-16	1
CCOc1ccc(C(=O)OCn2nnc3ccccc3c2=O)cc1OC	5	/	/	/	-1.6	/	1.1	-5	0.9
COc1ccc2c(c1)c1ncn(CCN3CCCCC3)c(=O)c1n2C	43	2	-3	11	-0.8	8	0.4	56*	0.6
O=C(O)CN1C(=O)SC(Nc2ccc(C(=O)O)cc2)C1=O (stereo unspecified)	-5	0	5	-32	-1.5	4	1	-2	1.1
COc1ccc(NS(=O)(=O)c2ccc(C)c(C(=O)O)c2)cc1	-4	8	4	10	1.4	-18	0.9	9	1

Exported with bars between the fields: entries from further up
SMILES | CYP2C19 inhib | VCAM1 TNFa inh | Candida biofilm | IL1B cytotox | DAT uptake mod | HUVEC tox TNFa | CYP2C9 act | CYP2C9 inhib | CYP2C19 activ
O=C(O)CN1C(=O)SC(Nc2ccc(C(=O)O)cc2)C1=O (stereo unspecified) | -5 | 0 | 5 | -32 | -1.5 | 4 | 1 | -2 | 1.1
O=c1c2c3c(sc2nc2n1CCCCC2)CCC3 | -3 | 10 | 4 | -3 | 0.36 | -10 | 0.9 | 10 | 1

Next structures follow.
SMILES	CYP2C19 inhib	VCAM1 TNFa inh	Candida biofilm	IL1B cytotox	DAT uptake mod	HUVEC tox TNFa	CYP2C9 act	CYP2C9 inhib	CYP2C19 activ
CCOCC(=O)N1CCc2ccccc21	4	-8	/	-13	0.015	0	1.1	-6	1
CCOC(=O)C1=C(C)OC(N)=C(C(=O)OCC)C1c1ccncc1 (stereo unspecified)	93*	/	-5	/	-0.93	/	0	99*	0.1
CCOc1ccc2nc(NC(=O)CN3CCC(n4nnc5cc(C(F)(F)F)ccc54)CC3)sc2c1	-10	-17	-1	-2	-0.39	4	1.1	-11	1.1
N#Cc1c(C(F)(F)F)cc(-c2cccs2)nc1SCc1cccnc1	57*	4	/	-30	-0.21	-10	0.2	75*	0.4
S=C(Nc1cccc(Cl)c1)N1CCOCC1	11	4	/	-9	-0.021	-6	1	1	0.9
COc1ccc(CNC(=O)C(OC(C)=O)c2ccccn2)cc1 (stereo unspecified)	12	5	6	2	-0.58	21	0.9	8	0.9
O=C(O)c1ccc(C2SCC(=O)N2Cc2ccccc2)cc1 (stereo unspecified)	-7	3	3	-41	-1.6	-33	0.9	12	1.1
CCOC(=O)N1CCN(C(=O)/C(=C/c2cccc3ccccc23)NC(=O)c2ccc(OC)cc2)CC1	12	6	/	-15	0.89	-9	0.6	38	0.9
CCOc1ccc2[nH]c(=O)c(CN(Cc3cccnc3)C(=O)Nc3ccccc3OC)cc2c1	54*	3	9	-19	-0.033	-22	0.8	22	0.5
Cc1nc2ccccc2c(=O)n1/N=C/c1ccccn1	20	1	6	-3	0.22	-6	0.8	20	0.8
O=C1CC(Sc2ncccn2)C(=O)N1c1ccccc1 (stereo unspecified)	8	-3	3	-20	-0.61	0	1.1	-10	0.9
CCCCCc1nnc(NC(=O)OCCC)s1	7	-9	7	2	0.75	-3	1	3	0.9
CCOc1ccc(N2C(=O)CCC2=O)cc1	-9	-13	3	30	0.09	/	1	2	1.1
CCCC1(C(=O)OCC)NC(c2ccc(O)cc2)C2C(=O)N(c3ccc4c(c3)OCCO4)C(=O)C21 (stereo unspecified)	30	2	-1	4	0.61	-4	0.7	33	0.7
CCc1ccc(CCC(=O)Nc2ccccc2C(=O)O)o1	13	26	10	6	-0.55	-2	0.5	52*	0.9
CC(C)c1cc(-c2n[nH]c(=S)n2Cc2ccccc2)cs1	7	-9	/	6	-0.24	1	0.6	40	0.9
O=C(C1CCN(S(=O)(=O)N2CCC3(CC2)OCCO3)CC1)N1CCOCC1	2	-7	6	5	-0.88	-6	1	-3	1
O=C(NC1CCCCCC1)c1ccc(N2CCCC2=O)cc1	11	-3	7	-24	/	-20	1.1	-13	0.9
O=C(CCN1C(=O)c2ccccc2C1=O)N1CCOCC1	/	9	6	24	-0.68	-23	/	/	/
CCCOc1cccc(C(=O)Nc2cc(NC(=O)c3ccco3)ccc2OC)c1	71*	11	/	11	1	38	0.6	42	0.3
COC(=O)C(CC(=O)c1ccc(Cl)cc1)c1ccc(C(C)C)cc1 (stereo unspecified)	2	4	/	-17	0.7	-8	1.2	-25	1
COC(=O)c1ccc(C(=O)OC)c(NC(=O)N2c3ccccc3Sc3ccccc32)c1	12	-7	/	-28	0.0071	-4	0.5	51*	0.9
CNC(=S)N(Cc1ccc2c(c1)OCO2)C1CC(=O)N(c2ccc(F)cc2)C1=O (stereo unspecified)	92*	-14	/	-17	-0.58	12	0.2	76*	0.1
CCCCN1C(=O)N(C)C2C1N(C)C(=O)N2CCCC (stereo unspecified)	/	-6	2	-31	-0.65	/	/	/	/
CCOC(=O)c1ccc(S(=O)(=O)N2CCC(C(=O)O)CC2)cc1	-1	-8	/	-5	-0.95	-22	0.9	7	1

Random excerpt: 6 records from the list, in no set order.
SMILES	CYP2C19 inhib	VCAM1 TNFa inh	Candida biofilm	IL1B cytotox	DAT uptake mod	HUVEC tox TNFa	CYP2C9 act	CYP2C9 inhib	CYP2C19 activ
CCOc1ccc(N2C(=O)CCC2=O)cc1	-9	-13	3	30	0.09	/	1	2	1.1
O=C(CCN1C(=O)c2ccccc2C1=O)N1CCOCC1	/	9	6	24	-0.68	-23	/	/	/
CCCCN1C(=O)N(C)C2C1N(C)C(=O)N2CCCC (stereo unspecified)	/	-6	2	-31	-0.65	/	/	/	/
CCCOc1cccc(C(=O)Nc2cc(NC(=O)c3ccco3)ccc2OC)c1	71*	11	/	11	1	38	0.6	42	0.3
COC(=O)c1ccc(C(=O)OC)c(NC(=O)N2c3ccccc3Sc3ccccc32)c1	12	-7	/	-28	0.0071	-4	0.5	51*	0.9
CCOC(=O)N1CCN(C(=O)/C(=C/c2cccc3ccccc23)NC(=O)c2ccc(OC)cc2)CC1	12	6	/	-15	0.89	-9	0.6	38	0.9

The list continues.
SMILES	CYP2C19 inhib	VCAM1 TNFa inh	Candida biofilm	IL1B cytotox	DAT uptake mod	HUVEC tox TNFa	CYP2C9 act	CYP2C9 inhib	CYP2C19 activ
O=C(NC1CCCC1)C1CCN(c2nccs2)CC1	/	-8	5	10	0.019	-10	/	/	/
COc1ccc(OC)c(-c2nc(C(N)=O)c3[nH]c(=O)n(-c4ccc(F)cc4)c3n2)c1	18	6	7	-12	-0.77	-35	0.5	54*	0.8
[O-]C1=N/[N+](=C/c2ccc(Cl)c(Cl)c2)CC1	-14	-7	4	-15	0.00014	-17	1	0	1.1
Cc1ccc(-n2c(SCC(=O)N3CCOCC3)nnc2-c2cccnc2)cc1	15	-48	3	-12	-0.78	12	0.9	9	0.8
Cc1ccc(NCc2nnc(SCCN3CCCCC3)n2CC2CCCO2)c(C)c1 (stereo unspecified)	-9	-19	4	-55	-0.48	-21	1	-2	1.1
CCOC(=O)C1=C(C)Nc2ncnn2C1c1cccnc1 (stereo unspecified)	5	8	6	5	0.093	7	0.9	8	0.9
